High-throughput results (PubChem BioAssay)
Pf Dd2 inh = P. falciparum Dd2 growth inhibitors, primary screen, SYBR Green fluorescence, single dose replicates; 72 h; active compounds read low; activity change, % at 10 µM; hit rate 2.3% among 94,000; AID 1159554, 2015; in the data active = activity change below about -80%
T cruzi growth = T. cruzi intracellular proliferation inhibitors, primary screen, cell-based, beta-gal Tulahuen parasites, NIH3T3 host, luminescence. T. cruzi beta-gal in NIH3T3, GalScreen luminescence, 90 h. inhibition, % at 8.34 µM. hit rate 5.9% among 77,000;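 active = mean inhibition above about 93%, with at least 55% of replicates each passing it, limit read from the data, passing the limit was not always enough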
GASC1 inh = inhibitors of GASC-1 (KDM4C) histone demethylase, primary screen, biochemical, single concentration HTS | GST-KDM4C 2-372, H3K9me3 peptide, LANCE TR-FRET | Lysine-specific demethylase 4C (Homo sapiens), Q9H3R0 | hit rate 0.15% among 96,000 | inhibition, % at 12.5 µM;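 active = mean replicate inhibition above about 25%, with at least 55% of replicates also reaching it, limit read from the data, passing the limit was not always enough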
Target sequence (Q9H3R0 2-372 limits assumed): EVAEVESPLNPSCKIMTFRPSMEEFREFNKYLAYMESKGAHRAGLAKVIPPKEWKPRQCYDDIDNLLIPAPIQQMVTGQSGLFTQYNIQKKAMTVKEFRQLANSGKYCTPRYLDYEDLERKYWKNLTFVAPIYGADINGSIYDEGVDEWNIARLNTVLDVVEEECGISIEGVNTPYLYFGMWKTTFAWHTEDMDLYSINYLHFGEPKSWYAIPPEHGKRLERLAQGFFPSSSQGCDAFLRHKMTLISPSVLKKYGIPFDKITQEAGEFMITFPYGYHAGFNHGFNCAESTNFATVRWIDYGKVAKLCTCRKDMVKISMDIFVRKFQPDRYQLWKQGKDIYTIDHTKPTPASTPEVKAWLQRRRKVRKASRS
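Test system: N-terminal GST-fused human GASC-1 (KDM4C) fragment, residues 2-372; quantity: GASC-1 enzyme at 10 nM final in reaction; dosing: single dose; schedule: 30 min demethylation and 1 h detection at room temperature; signal: LANCE TR-FRET, excitation 340 nm, emissions 618 and 671 nm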
C diff HTS = C. difficile growth inhibitors, primary screen, HTS; Clostridium difficile clinical isolate growth, OD600, 24 h; active compounds read low; hit rate 0.25% among 86,000; growth activity, negative = inhibition, % at 16 µg/mL (by protocol); AID 1259249, 2017;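 active = mean growth activity at or below -80% and every replicate also at or below -80%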;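 note: 0% = DMSO wells and -100% = levofloxacin 16 µg/mL wells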
* marks the source's active call; other numbers are inactive results; nt = no result given; & = joins results of further samples.

Results follow in this order: Pf Dd2 inh, T cruzi growth, GASC1 inh, C diff HTS
CC(C)NC(=O)Nc1cccc2c1O[C@@H](CN(C)Cc1ccc(C(=O)O)cc1)[C@H](C)CN([C@H](C)CO)C2=O
  3.7, nt, 0.0, -2.5&-3.5
COc1cccc(CNC(=O)C[C@@H]2C=C[C@H](NC(=O)C3CCC3)[C@H](CO)O2)c1
  12.2, -35.3, -2.0, nt
CO[C@H]1CN(C)C(=O)c2ccc(NC(C)=O)cc2OC[C@H](C)N(Cc2cccnc2)C[C@@H]1C
  nt, -0.5, 0.4, nt
O=C(c1ccc(F)cc1)N1CC[C@@H]2[C@H]1c1cc(C3=CCCCC3)ccc1N[C@@H]2CO
  -0.3, 10.8, -1.2, -16.9
CC=Cc1ccc2n(c1=O)C[C@H]1[C@H](CO)[C@@H](C(=O)NC3CCC3)N(CCC(F)(F)F)[C@@H]21 (mixture of isomers)
  -1.2, nt, 2.4, 20.3
O=C([C@H]1[C@H](CO)[C@H]2Cn3c(ccc(C4=CCCCC4)c3=O)[C@@H]1N2Cc1nccs1)N1CCOCC1
  4.5, -48.6, 0.9, -4.1
O=C(C[C@H]1CC[C@@H]2[C@H](COC[C@H](O)CN2Cc2ccccc2F)O1)N[C@H]1CCN(Cc2ccccc2)C1
  -40.5, 25.9, 2.2, nt
CCCNC(=O)Nc1ccc2c(c1)OC[C@H](C)NC[C@@H](C)[C@H](OC)CN(C)C2=O
  nt, -2.6, 2.4, -3.1
O=C(c1ccncc1)N1CC2(C1)[C@@H](c1ccccc1)[C@@H](CO)N2Cc1ccccn1
  26.8, nt, 1.1, 4.7
COCC#Cc1ccc([C@H]2[C@@H](CO)N3C(=O)CN(C(=O)C4CCC4)C[C@@H]23)cc1
  14.3, nt, -1.0, -7.3
CCCNC(=O)C[C@@H]1CC[C@H]2[C@@H](COC[C@@H](O)CN2CC2CCCCC2)O1
  -12.6, nt, 1.5, 6.8&-4.9
CCC(=O)N1[C@H](CO)[C@H](c2ccc(-c3ccccc3OC)cc2)[C@@H]1CNC(C)=O
  16.5, nt, 0.1, 2.6
O=C(NC1CCC1)[C@@H]1[C@@H](CO)[C@@H]2Cn3c(ccc(C4=CCCC4)c3=O)[C@H]1N2C(=O)c1ccccc1
  4.9, 66.3, 2.4, 0.6
COc1ccc(NC(=O)Nc2ccc3c(c2)C(=O)N([C@H](C)CO)C[C@H](C)[C@H](CN(C)C(=O)Nc2ccc(F)cc2)OCCCC[C@H](C)O3)cc1
  4.8, 73.2, -1.8, -4.3
CN(C)C(=O)c1ccc(-c2ccc([C@@H]3[C@@H](CO)N4C(=O)CN(C(=O)C5CC5)C[C@@H]34)cc2)cc1
  -21.7, nt, -0.8, -2.1
COc1ccc(CN(C)C[C@@H]2Oc3ccc(NC(=O)Nc4cccc5ccccc45)cc3C(=O)N([C@@H](C)CO)C[C@@H]2C)cc1
  -3.5, -20.0, -4.0, 17.3
Cc1noc(C)c1S(=O)(=O)N(C)C[C@H]1Oc2c(NC(=O)C3CCOCC3)cccc2C(=O)N([C@H](C)CO)C[C@H]1C
  2.8, -11.4, -0.2, nt
O=S(=O)(c1ccc(F)cc1)N1C[C@@H]2[C@H](c3ccccc31)[C@H](CO)N2Cc1ccc2c(c1)OCO2
  -22.7, 100.8*, -4.0, 0.8
COc1ccc(CN(C)C[C@H]2OCCCC[C@@H](C)Oc3ccc(NC(=O)c4ccncc4)cc3C(=O)N([C@H](C)CO)C[C@@H]2C)cc1
  40.4, 23.2, 7.2, 1.4
C[C@H]1CN([C@@H](C)CO)C(=O)c2cccc(NC(=O)C3CCOCC3)c2O[C@@H]1CN(C)C
  13.9, nt, 1.1, 1.1&-0.3
CN(C)C(=O)c1cccc(-c2ccc3c(c2)[C@H]2[C@H](CCN2C(=O)Cc2ccccc2)[C@H](CO)N3)c1
  -44.8, 80.1, -0.4, -0.2
Cc1noc(C)c1NC(=O)NCC[C@H]1CC[C@H](NC(=O)c2ccc(F)cc2)[C@H](CO)O1
  12.2, -91.5, 1.4, nt
CCCNC(=O)C[C@@H]1CC[C@H]2[C@@H](COc3ccc(NC(=O)c4cc(F)cc(F)c4)cc3C(=O)N2C)O1
  -3.5, -9.5, -1.8, 20.3
CC=Cc1ccc2n(c1=O)C[C@@H]1[C@@H](CO)[C@H](C(=O)NCC)N(Cc3ccccc3Cl)[C@H]21 (mixture of isomers)
  nt, -23.2, 1.3, nt
CCC(=O)Nc1ccc2c(c1)C(=O)N(C)C[C@H](OC)[C@@H](C)CN(C(=O)C1CCC1)[C@@H](C)CO2
  29.0, -6.1, 0.9, -1.1
COc1ccc(S(=O)(=O)Nc2cccc3c2O[C@H](CN(C)C(=O)NC(C)C)[C@H](C)CN([C@@H](C)CO)C3=O)cc1
  25.5, 0.9, -0.9, 0.5
C[C@@H]1CN([C@H](C)CO)C(=O)c2cc(NS(=O)(=O)c3cccs3)ccc2O[C@@H](C)CCCCO[C@H]1CN(C)S(=O)(=O)c1ccccc1
  -19.2, nt, -0.7, -30.5
CC(C)NC(=O)N(C)C[C@@H]1OCCCC[C@@H](C)Oc2ccc(NC(=O)c3ccccc3)cc2C(=O)N([C@H](C)CO)C[C@@H]1C
  -60.0, -6.3, 0.1, 0.8
COc1ccc2c3c([nH]c2c1)[C@H](CO)N(Cc1ccccn1)CC31CN(C(=O)c2ccccn2)C1
  5.1, nt, -0.3, 4.0
C[C@@H]1CCCCO[C@H](CN(C)C(=O)Nc2ccc(F)cc2)[C@@H](C)CN([C@@H](C)CO)C(=O)c2cc(NS(=O)(=O)c3cccs3)ccc2O1
  -53.8, nt, -1.2, 0.2

A draw from above in order of molar mass, falling:
Results follow in this order: Pf Dd2 inh, T cruzi growth, GASC1 inh, C diff HTS
C[C@@H]1CN([C@H](C)CO)C(=O)c2cc(NS(=O)(=O)c3cccs3)ccc2O[C@@H](C)CCCCO[C@H]1CN(C)S(=O)(=O)c1ccccc1
  -19.2, nt, -0.7, -30.5
COc1ccc(CN(C)C[C@H]2OCCCC[C@@H](C)Oc3ccc(NC(=O)c4ccncc4)cc3C(=O)N([C@H](C)CO)C[C@@H]2C)cc1
  40.4, 23.2, 7.2, 1.4
CC(C)NC(=O)N(C)C[C@@H]1OCCCC[C@@H](C)Oc2ccc(NC(=O)c3ccccc3)cc2C(=O)N([C@H](C)CO)C[C@@H]1C
  -60.0, -6.3, 0.1, 0.8
COc1ccc(S(=O)(=O)Nc2cccc3c2O[C@H](CN(C)C(=O)NC(C)C)[C@H](C)CN([C@@H](C)CO)C3=O)cc1
  25.5, 0.9, -0.9, 0.5
COc1ccc2c3c([nH]c2c1)[C@H](CO)N(Cc1ccccn1)CC31CN(C(=O)c2ccccn2)C1
  5.1, nt, -0.3, 4.0
CCC(=O)Nc1ccc2c(c1)C(=O)N(C)C[C@H](OC)[C@@H](C)CN(C(=O)C1CCC1)[C@@H](C)CO2
  29.0, -6.1, 0.9, -1.1
CC=Cc1ccc2n(c1=O)C[C@@H]1[C@@H](CO)[C@H](C(=O)NCC)N(Cc3ccccc3Cl)[C@H]21 (mixture of isomers)
  nt, -23.2, 1.3, nt
CCCNC(=O)Nc1ccc2c(c1)OC[C@H](C)NC[C@@H](C)[C@H](OC)CN(C)C2=O
  nt, -2.6, 2.4, -3.1
O=C(c1ccncc1)N1CC2(C1)[C@@H](c1ccccc1)[C@@H](CO)N2Cc1ccccn1
  26.8, nt, 1.1, 4.7
COCC#Cc1ccc([C@H]2[C@@H](CO)N3C(=O)CN(C(=O)C4CCC4)C[C@@H]23)cc1
  14.3, nt, -1.0, -7.3

Next part.
Results follow in this order: Pf Dd2 inh, T cruzi growth, GASC1 inh, C diff HTS
CO[C@@H]1CN(C)C(=O)c2cc(NC(=O)NC3CCCCC3)ccc2OC[C@@H](C)N(C(C)=O)C[C@@H]1C
  -1.2, -30.1, 0.7, -1.5
Cc1cccc(-c2ccccc2[C@H]2[C@@H](C#N)N(c3ncc(-c4ccccc4)s3)[C@@H]2CO)c1
  -37.4, nt, 1.0, -4.8
COc1ccc(NC(=O)N(C)C[C@H]2OCCCC[C@@H](C)Oc3ccc(NC(=O)Nc4ccc(C(F)(F)F)cc4)cc3C(=O)N([C@H](C)CO)C[C@H]2C)cc1
  -83.1*, 115.8*, 0.9, 6.0
C[C@@H]1CCCCO[C@@H](CN(C)C(=O)c2ccccc2)[C@@H](C)CN([C@@H](C)CO)C(=O)c2cc(NC(=O)Nc3ccc(F)cc3)ccc2O1
  -32.5, 40.0, 1.1, 8.6
COc1cccc(C(=O)Nc2ccc3c(c2)C(=O)N(C)C[C@H](OC)[C@H](C)CN(C)[C@H](C)CO3)c1
  -22.2, -51.0, 0.1, nt
C[C@@H]1CN([C@@H](C)CO)C(=O)c2cc(-c3cccc(C#N)c3)cnc2O[C@@H]1CN(C)C(=O)c1cnccn1
  20.9, nt, 19.7, 0.8
C[C@@H]1CN([C@H](C)CO)C(=O)c2cccc(NS(=O)(=O)c3cn(C)cn3)c2O[C@H]1CN(C)C(=O)Nc1ccc2c(c1)OCO2
  19.3, -77.2, 0.8, nt
CO[C@@H]1CN(C)C(=O)c2ccc(NC(=O)C3CCCCC3)cc2OC[C@@H](C)NC[C@@H]1C
  nt, 75.6, 1.6, nt
CC(=O)N1CC[C@@H]2[C@@H](CO)Nc3ccc(C#Cc4ccccc4F)cc3[C@@H]21
  -82.6*, 81.4, -1.6, -0.6
COc1ccc2c3c(n(C)c2c1)[C@@H](CO)N(C(=O)Cc1ccccc1)CC31CN(C(C)=O)C1
  8.1, nt, 0.0, -3.8
C[C@@H]1CN([C@H](C)CO)C(=O)c2cc(N(C)C)ccc2O[C@@H](C)CCCCO[C@@H]1CN(C)C(=O)CCCN(C)C
  -5.0, -19.9, 0.6, -1.2
O=C(C[C@H]1C=C[C@H](NC(=O)Nc2ccccc2F)[C@@H](CO)O1)NCc1ccccc1
  -10.9, nt, -0.6, -4.3
O=C(Nc1ccc2c(c1)[C@@H]1C[C@@H](CC(=O)N3CCOCC3)O[C@H](CO)[C@@H]1O2)NC1CCCCC1
  9.4, 7.0, 1.0, nt
O=C(O)C[C@@H]1CC[C@@H]2[C@H](COC[C@@H](O)CN2S(=O)(=O)c2ccc(Oc3ccccc3)cc2)O1
  32.4, 21.2, -0.5, 11.8&-5.4
CCCNC(=O)[C@H]1[C@H](CO)[C@H]2Cn3c(ccc(C4=CCCCC4)c3=O)[C@H]2N1C(=O)c1cnccn1
  -1.7, 33.8, 2.1, -2.0
C[C@H](CO)N1C[C@H](C)[C@@H](CN(C)S(=O)(=O)c2cn(C)cn2)Oc2ccc(NC(=O)Cn3cnnn3)cc2CC1=O
  37.4, -34.0, -0.6, 4.4
CC(C)NC(=O)NCC[C@@H]1CC[C@@H](NC(=O)c2ccc(F)cc2)[C@H](CO)O1
  0.0, -13.5, -0.5, nt
C[C@H](CO)N1C[C@H](C)[C@H](CN(C)C(=O)Nc2ccc(C(F)(F)F)cc2)Oc2ccc(NS(=O)(=O)c3ccccc3)cc2CC1=O
  -14.4, 26.2, -4.1, -13.9
Cc1ccc(S(=O)(=O)Nc2ccc3c(c2)C(=O)N([C@@H](C)CO)C[C@@H](C)[C@@H](CN(C)C(=O)Nc2ccccc2)OCCCC[C@H](C)O3)cc1
  -75.5, 32.0, 0.7, nt
Cc1ccc(S(=O)(=O)N(C)C[C@H]2Oc3ncc(Br)cc3C(=O)N([C@@H](C)CO)C[C@@H]2C)cc1
  -7.7, nt, -1.3, 0.9
CNC[C@H]1Oc2c(NC(=O)c3ccncc3)cccc2C(=O)N([C@H](C)CO)C[C@@H]1C
  3.7, 19.1, -0.1, 3.5
COCCNC(=O)C[C@@H]1C[C@H]2c3cc(NS(=O)(=O)c4ccc(F)cc4)ccc3O[C@H]2[C@H](CO)O1
  14.9, -23.8, 0.0, 3.3

Outcome played no part in choosing rows; overall some 6.7% were active at least once.
